CHRM4 agonist: CHRM4 agonism in calcium assay; P08173; CHO-K1 hM4/Gqi5, Fluo-8 calcium fluorescence; vehicle 0%, full acetylcholine response 100%; activation, % at 3 µM; 360,000 compounds, 0.14% hits;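 active means activation above the run mean over all test wells plus 3 SD, cut at about 32% in these data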;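 further: peak over basal fluorescence ratio per well then scaled between controls; 0% = DMSO wells and 100% = acetylcholine at EC100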
Target sequence (P08173 whole entry, looked up): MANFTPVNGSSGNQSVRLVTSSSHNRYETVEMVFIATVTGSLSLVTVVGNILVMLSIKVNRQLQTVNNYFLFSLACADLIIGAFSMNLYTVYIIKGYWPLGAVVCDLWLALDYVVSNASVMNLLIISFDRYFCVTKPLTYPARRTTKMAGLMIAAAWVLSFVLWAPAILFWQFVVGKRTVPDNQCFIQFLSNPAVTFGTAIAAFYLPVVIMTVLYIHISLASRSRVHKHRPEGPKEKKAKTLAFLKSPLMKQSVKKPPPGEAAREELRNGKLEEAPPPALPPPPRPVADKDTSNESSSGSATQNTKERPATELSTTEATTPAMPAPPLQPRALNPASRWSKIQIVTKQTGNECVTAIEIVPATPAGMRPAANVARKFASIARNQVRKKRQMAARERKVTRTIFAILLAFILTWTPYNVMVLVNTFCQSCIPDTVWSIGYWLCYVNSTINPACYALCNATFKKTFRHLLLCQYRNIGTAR
M5 antag: blocks acetylcholine activation of human M5 receptor; P08912; AID 624040; 360,000 compounds, 0.59% hits; CHO-hM5 cells, Fluo-8 calcium fluorescence, ACh EC80; inhibition, % at 3 µM;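 active means inhibition above a per-plate cutoff, the mean of that plate's test compounds plus 3 SD, cut at about 27% in these data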;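 further: 0% = acetylcholine EC80 with DMSO and 100% = DMSO without agonist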
Target sequence (P08912 whole entry, looked up): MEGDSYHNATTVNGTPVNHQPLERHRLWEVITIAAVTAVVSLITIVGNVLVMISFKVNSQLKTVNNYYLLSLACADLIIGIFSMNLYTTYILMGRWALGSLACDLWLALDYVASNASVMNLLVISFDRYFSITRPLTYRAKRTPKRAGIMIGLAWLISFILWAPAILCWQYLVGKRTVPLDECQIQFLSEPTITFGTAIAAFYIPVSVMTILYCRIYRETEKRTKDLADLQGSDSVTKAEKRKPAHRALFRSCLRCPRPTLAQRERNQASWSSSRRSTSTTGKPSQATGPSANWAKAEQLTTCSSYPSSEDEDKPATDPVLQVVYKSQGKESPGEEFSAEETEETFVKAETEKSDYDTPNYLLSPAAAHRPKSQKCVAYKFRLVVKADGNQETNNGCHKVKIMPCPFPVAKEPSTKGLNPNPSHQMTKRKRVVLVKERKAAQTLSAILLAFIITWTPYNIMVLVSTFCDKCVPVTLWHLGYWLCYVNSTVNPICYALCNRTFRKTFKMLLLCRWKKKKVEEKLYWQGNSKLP
CHO-K1 Ca PAM: counter-screen for M1 PAMs: effect in parental CHO-K1 cells; activation, % at 3 µM; 360,000 compounds, 0.02% hits; AID 602247; ATP EC20, Fluo-8 calcium fluorescence; 0% at ATP EC20, 100% at ATP max;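 active means activation above the run cutoff, the mean activation of all test compounds plus 3 SD, cut at about 40% in these data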;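 further: peak over basal fluorescence ratio in a 140 s read after ATP addition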
CHRM4 antagonist: blocks acetylcholine activation of human M4 receptor. P08173. CHO-hM4 cells, ACh EC80, Fluo-8 calcium fluorescence. inhibition, % at 3 µM. 360,000 compounds, 0.73% hits;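 active means inhibition above its plate's cutoff, the mean inhibition of sample wells plus 3 SD, cut at about 27% in these data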;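 further: 0% = acetylcholine EC80 with DMSO and 100% = DMSO without agonist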
CHRM5 PAM: CHRM5 positive allosteric modulation. 360,000 compounds, 0.3% hits. CHO-K1 hM5, Fluo-8 calcium, ACh EC20 PAM; 0% = ACh EC20, 100% = ACh EC100. activation, % at 3 µM;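 active means activation above the run cutoff, the mean activation of all test compounds plus 3 SD, cut at about 18% in these data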
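System – CHO-K1 hM5 cells · Compound – 3 µM, single dose · Incubation – compound preincubation 140 s before EC20 acetylcholine addition · Technique – Fluo-8 calcium fluorescence · Measure – Max/basal fluorescence ratio as % of EC20–EC100 ACh window · Benchmarks – low control EC20 acetylcholine (0%), high control EC100 acetylcholine (100%) · Replication – singlicate, one well per test compound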
M1 ag parental: M1 agonist counterscreen hit in parental CHO-K1 cells; Fluo-8 calcium fluorescence; scaled to maximal ATP response, vehicle zero; activation, % at 3 µM; 360,000 compounds, 0.48% hits; in the data active means activation above about 15%;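 further: untransfected CHO-K1 host cells lacking M1 receptor as counterscreen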
CHRM4 PAM: CHRM4 positive allosteric modulation; P08173; CHO-K1 hM4/Gqi5, Fluo-8 calcium fluorescence, ACh EC20; 0% = ACh EC20, 100% = maximal ACh; activation, % at 3 µM; 360,000 compounds, 0.4% hits; AID 624126;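 active means activation above its plate's cutoff, the mean activation of sample wells plus 3 SD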; further: some results filed as inactive read as strong as hits
M5 ag: CHRM5 agonism in calcium assay; CHO-K1 hM5 cells, Fluo-8 calcium fluorescence; 0% DMSO wells, 100% maximal acetylcholine response; activation, % at 3 µM; 360,000 compounds, 0.19% hits; AID 624037;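 active means activation above the run's mean over test compounds plus 3 SD, cut at about 23% in these data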;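 further: signal is peak over basal fluorescence ratio across the kinetic read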
CHO-K1 Ca antag: nonselective inhibitor or artifact in parental CHO-K1 cells; ATP-induced calcium, Fluo-8 fluorescence; inhibition, % at 3 µM; 360,000 compounds, 0.6% hits;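 active means inhibition above a per-plate cutoff, the plate's mean sample inhibition plus 3 SD, cut at about 24% in these data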;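 further: 0% = DMSO plus EC80 ATP and 100% = DMSO alone without ATP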
* hit, by the source's call.

SMILES	CHRM4 agonist	M5 antag	CHO-K1 Ca PAM	CHRM4 antagonist	CHRM5 PAM	M1 ag parental	CHRM4 PAM	M5 ag	CHO-K1 Ca antag
COc1ccc(/C=C2/CCCC(CN(C)C)C2=O)cc1 (stereo unspecified)	0.4	9.8	17.6	-1.6	8.2	1.0	-0.3	1.5	-6.5
Cc1cccc(N(CC(=O)NC2CCCCC2)C(=O)c2ccc(C)s2)c1	2.0	-5.8	19.9	6.3	-4.8	0.0	7.9	0.2	-27.3
CC(C)(C)C(=O)OCc1cn(-c2ccc(Cl)cc2)nn1	-0.2	2.7	20.0	-9.2	-0.7	1.0	2.9	-2.7	-4.2
CN(C)CCC1CCN(c2cc(C#N)c(C#N)cc2[N+](=O)[O-])CC1	-0.1	10.5	-15.8	2.2	1.0	-0.3	3.0	-8.6	5.4
CN(C(=O)OC(C)(C)C)[C@H](Cc1ccccc1)C(=O)N[C@H]1CCCCNC1=O	0.8	0.7	18.2	-9.4	-1.5	0.7	4.6	0.5	-15.9
O=C(COC(=O)/C=C/c1cccc([N+](=O)[O-])c1)NCC1CCCO1 (stereo unspecified)	2.6	14.4	-8.0	2.1	-5.6	2.0	-4.9	2.7	8.1
COc1cc(NC(=O)c2ccccc2Cl)ccc1NC(=O)c1cccs1	1.7	8.6	13.2	2.2	-4.1	0.5	0.3	0.9	6.6
C=CCn1c(SCCOc2ccc(OC)cc2)nnc1C(CO)NC(=O)c1ccc(OC)cc1 (stereo unspecified)	3.2	0.5	-14.3	-6.1	-3.6	1.0	-5.7	-0.1	24.8*
C/C(=N\NC(=O)c1ccc(Cl)cc1)c1cccc(NC(=O)C(C)C)c1	0.6	-6.5	8.5	-3.3	-1.4	-0.4	13.6	-2.2	-11.3
CCC(C)NS(=O)(=O)c1ccc(NC(C)=O)cc1 (stereo unspecified)	1.2	-12.2	21.6	-1.4	7.5	0.0	8.4	3.4	-8.2
CCn1ncc(Br)c1C(=O)Nc1c(C)nn(Cc2c(F)c(F)c(F)c(F)c2F)c1C	10.6	5.2	-7.6	-11.5	-6.7	7.2	-6.6	2.1	-0.3
COc1cccc(OCc2cc(C(=O)N(C)CCOc3ccc(C)cc3)no2)c1	4.6	8.9	15.7	-8.4	-1.1	2.6	2.2	-4.7	-12.7
C=CCOC(=O)C1=C[C@@H](c2ccc3c(c2)OCO3)C[C@@H](OCCCCO)O1	-0.6	14.4	1.3	7.5	-3.4	-0.7	9.4	3.6	-5.9
CCOC(=O)c1c(NC(=O)CN2C(=O)NC3(CCCCC3C)C2=O)sc(C)c1C (stereo unspecified)	-1.2	-4.1	22.9	4.5	-2.2	2.2	-0.5	-2.6	4.9
Cc1cc(C)c2nc(N3CCCC(C(=O)NC4CCCC4)C3)sc2c1 (stereo unspecified)	-0.1	3.8	13.4	9.4	7.7	0.6	6.1	-2.6	-11.6
O=C(COC(=O)C1CC(=O)N(c2nc(-c3ccccc3)cs2)C1)c1ccccc1 (stereo unspecified)	0.8	-2.3	3.9	8.2	3.7	0.5	4.1	0.6	9.5
Cc1occc1C(=O)Nc1ccccc1NC(=O)c1ccoc1C	0.8	3.4	-3.1	-5.7	-10.4	0.1	4.5	0.2	18.5
COCCn1c(-c2ccc(SC)cc2)nc2c1c(=O)[nH]c(=O)n2CC(C)C	0.5	-4.1	0.2	-17.4	8.5	0.9	0.7	-0.5	-8.0
CCSc1nnc(NC(=O)CSc2nnc(C)c(=O)n2N)s1	0.7	4.5	-6.3	-4.3	2.4	0.6	-6.5	3.1	-5.2
CN(Cc1ccccc1)C(=O)c1ncn2c1C(=O)N(C)CC2	1.7	3.3	13.2	-3.5	1.8	0.2	1.7	1.2	-13.9
Cc1ccc(S(=O)(=O)Nc2ccc3ccccc3c2)cc1	0.1	5.8	4.1	-7.8	-2.2	2.0	0.3	1.0	-7.2
C(=N\n1cnnc1)/c1ccc(N2CCOCC2)s1	0.6	0.6	9.2	6.3	-2.2	-0.4	1.8	-0.7	3.1
CCN(CC(=O)Nc1c(F)cccc1F)C(=O)CSc1nc(C)cc(C)n1	0.2	-0.1	-10.4	-9.8	-3.8	0.1	4.0	-4.0	1.5
O=C(c1ccc2c(=O)n(-c3ccccc3)c(=S)[nH]c2c1)N1CCCCC1	4.9	10.2	4.1	0.2	-7.5	6.2	4.5	1.1	6.0
COc1ccc(Nc2cc3n(c(=O)n2)CCc2cc(OC)c(OC)cc2-3)cc1	0.9	0.9	1.3	18.2	-3.3	3.2	-7.2	-3.9	12.6
COC(=O)C(CCSC)NC(=O)/C=C/c1ccc(OC)cc1 (stereo unspecified)	1.4	1.6	0.7	-2.8	1.9	-0.2	4.2	-4.3	-16.8
C=CCN1CCN(C(=O)c2ccc(-c3ccccc3)cc2)CC1	0.1	-15.7	14.6	-25.8	-9.7	0.5	2.4	-6.7	-10.3
CCOc1ccc(Oc2ccc(Cl)cc2NC(=O)CCNC(C)=O)cc1	0.5	-3.9	-1.5	7.7	7.7	-0.1	-1.1	3.3	-7.7
CN(CC(=O)N1CCN(c2ccccc2)CC1)C1CCCc2ccccc21 (stereo unspecified)	1.2	16.1	4.8	18.4	-1.2	0.7	-11.4	-1.2	-9.8
Cc1occc1C(=O)Nc1ccc(S(N)(=O)=O)cc1	0.0	1.9	21.2	2.9	5.7	1.5	1.4	-0.2	-7.7
CSc1ncccc1C(=O)Nc1nc2c(C)cccc2s1	4.1	1.3	-2.0	-1.9	5.8	1.2	5.0	-1.7	5.1
O=C1CC(c2ccccc2)N1c1ccccc1 (stereo unspecified)	-0.2	-4.1	2.9	-2.3	-3.2	0.2	4.2	-0.5	5.4
CC(C)Cc1ccc(C(C)C(=O)Nc2ccccc2O)cc1 (stereo unspecified)	42.9*	50.5*	-8.4	38.2*	-25.4	38.2*	-32.1	40.7*	45.8*
COc1cc(NC(=O)COC(=O)/C=C/c2ccc(Cl)cc2Cl)cc(OC)c1	0.2	1.7	12.9	-4.3	-4.5	-0.1	-4.2	-1.6	-1.8
O=C1Nc2ccccc2/C1=N/N=C/c1cccc(O)c1	0.8	-16.2	18.6	-6.4	15.4	0.5	5.3	11.0	-14.4
CCCCNC(=O)NNC(=O)c1ccco1	1.1	-5.8	11.7	1.1	-1.6	0.1	-6.6	-0.7	-4.1
c1ccc(Oc2cnc3ccccc3n2)cc1	-0.8	-0.5	-2.8	1.4	0.6	-0.1	2.6	0.7	-12.9
CCOC(=O)c1c(CN2CCCCC2)n(C)c2ccc(OC)c(S(=O)(=O)c3ccccc3)c12	1.9	-2.6	6.0	-9.4	-3.0	0.5	9.8	-5.7	-12.6
Nc1c(C(=O)Nc2ccccc2)sc2nc(N3CCOCC3)c3c(c12)CCCC3	4.2	7.1	0.4	-7.1	-4.6	0.2	-0.5	0.5	-8.2
NC(=O)CN1C(=O)C(=O)N(Cc2ccc(F)cc2)C1=O	0.7	1.2	-1.0	-1.7	2.4	0.6	-2.4	-5.3	-9.9
CC(=O)c1cccc(NC(=O)C(C)OC(=O)Cc2n[nH]c(=O)c3ccccc23)c1 (stereo unspecified)	9.8	22.2	13.5	6.2	-7.3	4.1	0.5	0.8	-3.3
N#C/C(=C/c1ccc(N2CCOCC2)o1)C(=O)NC1CCCCC1	9.6	15.6	13.2	-1.1	-8.8	6.6	-2.6	30.5*	-7.3
CCC(C)NC(=O)c1ccc(N2CCC3(CC2)OCCO3)c([N+](=O)[O-])c1 (stereo unspecified)	1.6	1.7	-10.0	1.6	-1.6	0.6	-1.5	-0.9	10.8
O=C(CSc1ccc2nnc(-c3ccccc3)n2n1)NCc1ccco1	1.6	2.6	15.0	1.1	-0.8	0.9	-5.7	2.1	-19.8
Cc1[nH]c(-c2ccc3c(c2)OCO3)nc1C(=O)O	0.4	2.3	-10.6	9.8	-2.3	0.0	1.3	0.7	18.1
CCCCOC(=O)N1CCOCCOCCOCC1	0.9	13.1	-18.4	-14.7	-4.2	-0.4	10.7	-2.0	4.7
COc1ccc(CCNC(=O)CSc2nnc(CNC(=O)c3cc(OC)c(OC)c(OC)c3)o2)cc1OC	1.1	18.0	11.5	4.9	-4.8	0.5	-1.8	-3.3	-6.7
CCC(CC)=NNc1ccc(S(N)(=O)=O)cc1[N+](=O)[O-]	0.3	-5.0	3.0	6.4	8.4	0.2	-4.1	-4.7	-7.7
CCc1nc2sc(C)c(C)c2c(=O)n1CCO	0.2	3.0	14.3	9.6	-3.5	0.1	-4.0	0.4	-6.7
O=C(Nc1nnc(C2CC2)o1)c1ccc(S(=O)(=O)N2CCCc3ccccc32)cc1	-0.7	-3.0	-6.4	-10.2	0.3	0.3	4.2	1.9	1.0
CC1(C)CC2CC(C)(CN2C(=O)COC(=O)CNC(=O)c2ccc(Cl)c(Cl)c2)C1 (stereo unspecified)	3.9	7.5	9.6	-0.7	-6.6	2.4	0.8	-0.4	4.3
CCCc1cc(=O)oc2cc(C)cc(OCC(=O)NCCCN3CCCC3=O)c12	-0.5	7.2	6.2	4.0	-3.4	1.4	1.1	-2.8	-3.6
CC(c1ccccc1)n1c(CO)nc2ccccc21 (stereo unspecified)	1.6	5.0	21.0	-10.3	4.7	1.6	3.3	7.4	-19.2
CC(=O)c1ccc(NC(=O)CSc2nnc(-c3ccncc3)o2)cc1	0.4	6.7	2.7	12.8	2.6	0.1	-2.3	1.0	-4.5
CC(C)(C)c1cc(OC(=O)c2ccccc2F)ccc1O	-0.1	4.0	-11.1	-14.3	0.3	-0.5	6.2	-6.8	7.8
CC(C)C(=O)Nc1ccc(Cc2ccc(NC(=O)C(C)C)c(O)c2)cc1O	2.4	-0.2	5.1	1.8	-3.3	0.4	-1.8	5.4	2.8
C=CCn1c(SCC(=O)N2CCCC2=O)nc2sc(CC)cc2c1=O	14.7	12.9	-1.8	11.4	-19.3	12.2	-7.1	5.2	-2.1

CHRM4 agonist, what is marked active above
Compound,CHRM4 agonist,M5 antag,CHRM4 antagonist,CHRM5 PAM,CHRM4 PAM,M5 ag
CC(C)Cc1ccc(C(C)C(=O)Nc2ccccc2O)cc1 (stereo unspecified),42.9*,50.5*,38.2*,-25.4,-32.1,40.7*

Just M1 ag parental, for 6 of the compounds above:
Molecule	M1 ag parental
CCC(C)NC(=O)c1ccc(N2CCC3(CC2)OCCO3)c([N+](=O)[O-])c1 (stereo unspecified)	0.6
CC(C)(C)c1cc(OC(=O)c2ccccc2F)ccc1O	-0.5
COc1cc(NC(=O)c2ccccc2Cl)ccc1NC(=O)c1cccs1	0.5
CC(=O)c1ccc(NC(=O)CSc2nnc(-c3ccncc3)o2)cc1	0.1
C=CCOC(=O)C1=C[C@@H](c2ccc3c(c2)OCO3)C[C@@H](OCCCCO)O1	-0.7
O=C1CC(c2ccccc2)N1c1ccccc1 (stereo unspecified)	0.2

Bioassay records: PubChem, The Scripps Research Institute Molecular Screening Center
